Screening results: PubChem, National Center for Advancing Translational Sciences (NCATS)
Pol iota inh = qHTS for Inhibitors of Polymerase Iota. DNA polymerase iota (Homo sapiens), Q9UNA4. Potency, µM (doses to about 115 µM), for inactives: at the highest dose activity, negative = inhibition, usual class: inhibitors. 1% of 390,000 active. Pol iota fluorescent replication assay, 10 min
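Pol iota at 10 nM preincubated 15 min with compounds at room temperature; reaction started with fluorescent substrate, 50 nM final. Fluorescence read kinetically at 0 and 10 min; buffer-only wells as negative control.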
POLB inh = qHTS Assay for Inhibitors of DNA Polymerase Beta; Potency, µM (titrated, usually from 114 µM), inactives show at the top dose activity change, negative = inhibition, hits mostly inhibitors; 1.3% of 340,000 active; Pol beta primer extension/strand displacement, fluorescence kinetic; AID 485314, 2010; P06746; also: % is scaled to controls: 0 for no effect and ±100 for the full control effect
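10 nM enzyme + cpd, 15 min RT; start with substrate 50 nM final; read 0 min and after 10 min RT. Corrected, normalized data; 4-parameter Hill curve fit.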
JMJD2A Tudor = qHTS Assay for Inhibitors of JMJD2A-Tudor Domain | AID 504339, 2011 | 4.4% of 390,000 active | Lysine-specific demethylase 4A (Homo sapiens), O75164 | AlphaScreen JMJD2A-Tudor / H3K4me3 peptide binding | Potency, µM (top dose mostly 114 µM), for inactives: at the top dose activity change, negative = inhibition, most hits filed as inhibitors; also: % is scaled to controls: 0 for no effect and ±100 for the full control effect; nearly all actives have a fitted effect of over 50% in size
G9a inh = qHTS Assay for Inhibitors of Histone Lysine Methyltransferase G9a | Histone-lysine N-methyltransferase EHMT2 (Homo sapiens), Q96KQ7 | G9a H3K9 monomethylation, AlphaScreen, 2 h | Potency, µM (titrated, usually from 102 µM), for inactives: at the top dose activity, negative = inhibition, actives largely listed as inhibitors | 8.8% of 350,000 active; also: % is scaled to controls: 0 for no effect and ±100 for the full control effect; nearly all actives have a fitted effect of over 75% in size
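Methyltransferase reactions run at room temperature for 2 h (20 nM enzyme, 500 nM biotin-H3K9 peptide, 20 uM SAM) after a 15 min compound preincubation; product detected by AlphaScreen beads and anti-H3K9me1 antibody.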
BLM helicase inh = qHTS Assay for Inhibitors of Bloom's syndrome helicase (BLM). 0.2% of 350,000 active. recombinant BLM DNA unwinding, fluorescence dequenching. Potency, µM (highest dose often 56.1 µM), for the others: at the highest dose activity change, negative = inhibition, actives largely listed as inhibitors. AID 2528, 2010;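 also: plate controls were vehicle for no effect and no enzyme for full effect; nearly all actives have a fitted effect of over 35% in size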
Target sequence (P54132 whole entry, looked up): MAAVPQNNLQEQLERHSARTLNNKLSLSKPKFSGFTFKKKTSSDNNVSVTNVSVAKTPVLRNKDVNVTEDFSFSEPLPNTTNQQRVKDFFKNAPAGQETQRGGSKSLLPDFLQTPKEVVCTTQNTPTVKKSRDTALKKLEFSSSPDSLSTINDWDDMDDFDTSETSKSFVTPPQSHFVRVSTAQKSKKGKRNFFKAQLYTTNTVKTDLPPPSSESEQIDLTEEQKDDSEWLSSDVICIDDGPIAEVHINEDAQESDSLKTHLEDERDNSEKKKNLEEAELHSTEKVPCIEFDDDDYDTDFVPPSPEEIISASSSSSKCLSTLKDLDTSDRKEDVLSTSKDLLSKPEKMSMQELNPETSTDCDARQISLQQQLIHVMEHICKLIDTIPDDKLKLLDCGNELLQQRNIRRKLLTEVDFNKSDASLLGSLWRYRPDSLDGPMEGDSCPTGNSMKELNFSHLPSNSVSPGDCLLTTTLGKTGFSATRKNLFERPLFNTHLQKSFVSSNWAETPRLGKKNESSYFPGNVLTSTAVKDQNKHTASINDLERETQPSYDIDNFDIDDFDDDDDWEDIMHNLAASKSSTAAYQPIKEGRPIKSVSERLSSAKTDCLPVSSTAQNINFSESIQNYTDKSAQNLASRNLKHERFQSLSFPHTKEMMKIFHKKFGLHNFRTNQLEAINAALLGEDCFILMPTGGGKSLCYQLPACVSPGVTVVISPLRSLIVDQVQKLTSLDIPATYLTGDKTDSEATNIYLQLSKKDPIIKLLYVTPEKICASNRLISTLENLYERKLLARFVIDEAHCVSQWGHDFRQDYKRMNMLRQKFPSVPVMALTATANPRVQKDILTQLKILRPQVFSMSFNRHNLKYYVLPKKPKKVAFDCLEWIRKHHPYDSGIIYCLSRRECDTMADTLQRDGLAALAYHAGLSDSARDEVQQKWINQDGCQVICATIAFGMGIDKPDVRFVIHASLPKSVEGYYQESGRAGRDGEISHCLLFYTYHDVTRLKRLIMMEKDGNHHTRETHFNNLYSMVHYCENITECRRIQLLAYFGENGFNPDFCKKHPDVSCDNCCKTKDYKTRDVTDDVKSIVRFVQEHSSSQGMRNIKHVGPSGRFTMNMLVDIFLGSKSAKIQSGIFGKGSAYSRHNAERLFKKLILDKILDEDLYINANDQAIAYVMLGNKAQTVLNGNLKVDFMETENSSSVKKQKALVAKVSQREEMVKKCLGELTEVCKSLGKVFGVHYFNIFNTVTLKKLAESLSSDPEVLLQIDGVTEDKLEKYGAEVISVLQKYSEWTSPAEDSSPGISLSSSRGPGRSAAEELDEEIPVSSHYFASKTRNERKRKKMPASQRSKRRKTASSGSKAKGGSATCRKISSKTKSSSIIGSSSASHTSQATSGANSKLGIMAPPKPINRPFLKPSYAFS
Pol kappa inh = qHTS for Inhibitors of Polymerase Kappa; DNA polymerase kappa (Homo sapiens), Q9UBT6; purified Pol kappa, fluorescent DNA synthesis assay, 10 min; Potency, µM (doses to about 107 µM), inactives show at the highest dose activity, negative = inhibition, actives largely listed as inhibitors; 0.53% of 400,000 active; also: % is scaled to controls: 0 for no effect and ±100 for the full control effect
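First, compounds were pin-transferred onto 10 nM Pol kappa. After 15 min at room temperature, substrate was added to 50 nM final. Fluorescence was then measured kinetically at 0 and 10 min.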
Pol eta inh = qHTS for Inhibitors of Polymerase Eta. DNA polymerase eta (Homo sapiens), Q9Y253. recombinant Pol eta, fluorescent DNA replication assay. Potency, µM (series often up to 114 µM), for the others: at the highest dose activity change, negative = inhibition, hits mostly inhibitors. 1.2% of 390,000 active. AID 588591, 2011; also: % is scaled to controls: 0 for no effect and ±100 for the full control effect
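Pol eta (10 nM) was preincubated with compounds for 15 min at room temperature, after which fluorescent replication substrate (50 nM final) was added to start the reaction. Fluorescence was read kinetically at 0 and 10 min.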
APE1 inh = qHTS Assay for Inhibitors of the Human Apurinic/apyrimidinic Endonuclease 1 (APE1); recombinant APE1, TAMRA/BHQ-2 abasic DNA cleavage fluorescence; 0.35% of 350,000 active; AID 2517, 2012; Potency, µM (top dose mostly 65.8 µM), without a hit: at the highest dose activity change, negative = inhibition, most hits filed as inhibitors;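 also: plate controls were vehicle for no effect and reference inhibitor for full effect; nearly all actives have a fitted effect of over 55% in size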
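Endonuclease cleavage of a quenched abasic-site DNA duplex (50 nM) by APE1 (0.75 nM) was tracked by TAMRA dequenching. Compounds were preincubated with enzyme 15 min at room temperature; data normalized to buffer-only and DMSO wells plus NSC13755 control.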
BAZ2B inh = qHTS Assay for Inhibitors of BAZ2B | Bromodomain adjacent to zinc finger domain protein 2B (Homo sapiens), Q9UIF8 | AlphaScreen BAZ2B-H3K14Ac peptide displacement | Potency, µM (highest dose often 114 µM), inactives show at the top dose activity change, negative = inhibition, most hits filed as inhibitors | 4.4% of 360,000 active; also: % is scaled to controls: 0 for no effect and ±100 for the full control effect; nearly all actives have a fitted effect of over 60% in size
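In this displacement format the biotinylated H3(5-23) peptide acetylated at Lys14 serves as ligand at 50 nM, with BAZ2B at 50 nM in PBS pH 7.4 containing 0.01% Tween-20. Donor and acceptor beads are 10 ug/mL final.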
* hit, by the source's call; ? = inconclusive; / = no result given; [ ] = another dose, or the depositor's remark. Calls follow the shape of the dose curve; as a rule, active = well fitted curve in the direction sought with a large enough effect; inconclusive = small, poorly fitted or top-dose-only effect, or another doubt; inactive = no such curve, though single readings can be large; an effect the other way counts as inactive or inconclusive. Potency is read from the fitted curve at half-maximal effect.

SMILES	Pol iota inh	POLB inh	JMJD2A Tudor	G9a inh	BLM helicase inh	Pol kappa inh	Pol eta inh	APE1 inh	BAZ2B inh
CCCCCC1CC(=O)C=C(C)C1C(=O)OC (configuration not stated)	34.9%[activator]	-19.2%	4.9%	/	-2.6%	7.2%	-0.9%	1.5%	18.9%
CCOC(=O)C1CCCN(C(=O)c2ccc(C(=O)c3ccccc3)cc2)C1 (configuration not stated)	-13.6%	/	-18.1%	19.8%[12.7 µM]	/	-12.5%	-9.0%	9.4%	2.0%
Cc1cc(SCC(=O)NCCC2=CCCCC2)nc2ccccc12	-16.9%	-1.1%	52.0%[activator]	11.4%[59 µM]	-2.0%	-13.9%	-16.0%	0.1%	39.2%[activator]
OC1CCN(Cc2cn(Cc3ccccc3)nc2-c2cc3ccccc3o2)CC1	55.7%[activator]	-17.6%	-11.4%	-28.5%	-6.1%	-2.9%	-21.1%	0.9%	-32.3%
O=C(O)c1ccc2c(c1)C(=O)N(N1C(=O)c3ccccc3C1=O)C2=O	18.4%	25.1µM*	-15.5%	22.2%[59 µM]	-0.3%	-11.7%	-3.9%	0.5%	1.5%
COc1ccc(S(=O)(=O)N2CCN(S(=O)(=O)c3c(F)cccc3F)CC2)cc1	/	/	-17.8%	5.2%[12.7 µM]	/	/	/	32.1%	-12.2%
O=C(c1ccc(=O)[nH]c1)N1CCN(S(=O)(=O)c2cc(C(F)(F)F)ccc2Cl)CC1	29.5%	6.9%	-2.3%	?	-9.1%	-6.8%	-5.8%	27.1%	-2.0%
COc1cccc(-n2ccn(CC(=O)c3ccc(F)cc3)c(=O)c2=O)c1	?	-20.0%	-8.9%	-2.4%[59 µM]	0.0%	-11.3%	-11.5%	/	-0.1%
COc1ccc(S(=O)(=O)N2CCOCC2)cc1NC(=O)CN1C(=O)NC2(CCCCC2C)C1=O (configuration not stated)	19.8%	/	-8.2%	10.6%[2.33 µM]	/	-8.6%	-12.9%	34.4%	?
CCc1cccc(C)c1NC(=O)c1ccoc1C	-17.2%	9.1%	-12.1%	?	-1.6%	-11.3%	-1.8%	1.0%	1.8%
CC1(C)CC(NC(=O)c2ccccc2NS(=O)(=O)c2ccc(Br)cc2)CC(C)(C)N1	17.2%	/	-16.4%	/	/	-1.6%	-13.9%	/	/
COc1cccc(/C=C2\SC(=S)N(CCCC(=O)N3CCCCC3)C2=O)c1	0.5%	31.2%	39.8µM*	25.1µM*	-7.9%	-12.8%	18.4%	-6.6%	11.2µM*
O=C(CNC(=O)c1cc(S(=O)(=O)N2CCOCC2)ccc1N1CCCC1)Nc1ccc(F)c(F)c1	-10.6%	/	-11.4%	/	/	-8.1%	-3.7%	/	/
COc1ccc(S(=O)(=O)N(Cc2ccccc2)c2ccccc2C(=O)Nc2ccccc2C(=O)NCc2ccco2)cc1	-4.6%	89.1µM*	-25.7%	-3.4%	-8.7%	-20.1%	-18.8%	11.9%	-5.7%
O=C(c1ccccc1)N1CCC(CC2CC(c3ccc(Cl)cc3)=NO2)(C(=O)NCC2CCCCC2)CC1 (configuration not stated)	8.3%	16.0%	-31.7%	16.6%	-6.9%	-4.8%	-1.2%	28.6%	-15.5%[57.1 µM]
Cc1nnc(N/N=C/c2ccc(-c3ccc(Br)cc3)o2)n1N	?	?	-30.1%	-46.0%	-5.9%	-18.1%	-14.7%	-11.9%	/
CCOC(=O)C1=C(C)NC2=C(C(=O)CCC2)C1c1ccsc1 (configuration not stated)	/	49.1%	/	20.5%[59 µM]	1.6%	/	/	3.8%	9.5%
CC1CCC(NC(=O)c2ccc3c(c2)S(=O)(=O)c2ccccc2C3=O)CC1 (configuration not stated)	10.4%	/	-31.0%	/	/	-23.1%	-11.3%	/	/
COc1ccc(NC(=O)Cc2ccccc2)cn1	85.8%[activator]	-17.2%	-25.3%	-5.7%	-6.4%	-26.7%	-11.5%	7.8%	-2.4%
O=c1[nH][nH]c(C(F)(F)F)c1C=Nc1ccccc1	21.6%	42.7%	-11.1%	-21.9%[12.7 µM]	-5.3%	-15.7%	1.9%	14.8%	5.5%
CN1C(=O)/C(=C/c2ccc(-c3ccccc3[N+](=O)[O-])o2)SC1=Nc1ccc(Cl)c(C(=O)O)c1	?	14.1µM*	?	3.16µM*	-4.3%	?	20µM*	10.1%	44.7µM*
CS(=O)(=O)N(CCC#N)Cc1ccc(/C=C2\C(=O)Nc3ccccc32)o1	99.3%[activator]	3.8%	-30.1%	44.7µM*	0.2%	-23.4%	-9.0%	-3.4%	-22.4%
CSc1ccc(-c2sc(Nc3cccc4ccccc34)n[n+]2-c2ccccc2)cc1	?	38.2%	79.4µM*	/	-9.3%	3.0%	-6.5%	-9.7%	17.8µM*
O=C1CCC(C(=O)N2CCC(CO)(Cc3ccc(Cl)cc3)CC2)=NN1	8.8%	?	-0.7%	-0.8%	-15.5%	-0.5%	-19.4%	1.2%	-30.1%
Cc1cc(NC(c2cccnc2)c2c(C)[nH]c3ccccc23)no1 (configuration not stated)	5.9%	8.4%	-15.9%	-44.2%[12.7 µM]	0.1%	-21.7%	4.5%	13.4%	6.3%

Rewritten as a markdown table: part of the list above
| Compound | Pol iota inh | POLB inh | JMJD2A Tudor | G9a inh | BLM helicase inh | Pol kappa inh | Pol eta inh | APE1 inh | BAZ2B inh |
| --- | --- | --- | --- | --- | --- | --- | --- | --- | --- |
| CC1CCC(NC(=O)c2ccc3c(c2)S(=O)(=O)c2ccccc2C3=O)CC1 (configuration not stated) | 10.4% | / | -31.0% | / | / | -23.1% | -11.3% | / | / |
| OC1CCN(Cc2cn(Cc3ccccc3)nc2-c2cc3ccccc3o2)CC1 | 55.7%[activator] | -17.6% | -11.4% | -28.5% | -6.1% | -2.9% | -21.1% | 0.9% | -32.3% |
| CC1(C)CC(NC(=O)c2ccccc2NS(=O)(=O)c2ccc(Br)cc2)CC(C)(C)N1 | 17.2% | / | -16.4% | / | / | -1.6% | -13.9% | / | / |
| COc1ccc(NC(=O)Cc2ccccc2)cn1 | 85.8%[activator] | -17.2% | -25.3% | -5.7% | -6.4% | -26.7% | -11.5% | 7.8% | -2.4% |

(list continues)
SMILES	Pol iota inh	POLB inh	JMJD2A Tudor	G9a inh	BLM helicase inh	Pol kappa inh	Pol eta inh	APE1 inh	BAZ2B inh
CC1Cc2nc(SCC(=O)N3CCN(c4ccccc4)CC3)n(CCc3ccccc3)c(=O)c2S1 (configuration not stated)	5.4%	-16.2%	?	?	-7.0%	-13.2%	-13.0%	-1.7%	-30.1%
COc1cccc(C2C(C(=O)c3cccs3)=C(O)C(=O)N2CCN2CCOCC2)c1 (configuration not stated)	-6.4%	19.9%	-7.0%	15.6%	-2.2%	4.4%	-4.2%	4.7%	-12.9%
CC1CN(c2oc(Cc3cccc4ccccc34)nc2C#N)CC(C)O1 (configuration not stated)	-0.7%	8.9%	?	25.1µM*	-6.0%	-1.9%	-9.1%	-7.0%	?
O=C(Cc1n[nH]c(=O)c2ccccc12)OCC(=O)N(Cc1ccccc1)Cc1ccccc1	?	-1.1%	-27.2%	16.3%[12.7 µM]	-5.7%	-12.8%	-16.0%	-4.4%	-19.0%
CCC1(C)NC(=O)N(CC(=O)N2CCC(Cc3ccccc3)CC2)C1=O (configuration not stated)	-0.6%	/	-16.7%	12.5%[59 µM]	/	-1.0%	-11.5%	12.3%	7.4%
CCN(CC(=O)Nc1ccccc1C(F)(F)F)C(=O)CN1C(=O)NC(C)(c2ccc3ccccc3c2)C1=O (configuration not stated)	40.8%[activator]	/	-9.7%	/	/	-1.5%	-19.4%	/	/
O=C(c1ccco1)N1CCCC(c2nc3c(nnn3Cc3ccccc3)c(=O)[nH]2)C1 (configuration not stated)	?	21.5%	-6.0%	-7.9%	-1.4%	?	-12.0%	7.3%	4.2%
Cc1ccc(Oc2ccccc2NC(=O)C2=COCCO2)cc1	39.0%[activator]	/	37.0%[activator]	4.2%	/	-13.3%	-15.2%	1.2%	24.9%
Cc1cc(C)c(C#N)c(SCC(=O)Nc2ccc(S(=O)(=O)Nc3onc(C)c3C)cc2)n1	13.9%	-1.4%	-7.6%	?	0.3%	8.7%	-7.3%	-2.8%	-4.8%
CC1=C(c2ccc(C)cc2)S(=O)(=O)N(Cc2ccc(C(=O)Nc3ccc(C)c(F)c3)cc2)C1=O	?	0.3%	-27.0%	3.4%[59 µM]	-2.0%	-5.6%	/	/	-10.6%
O=C(c1ccc(Oc2ccc([N+](=O)[O-])cc2Cl)cc1)N1CCCC1	80.4%[activator]	2.9%	-17.4%	-47.3%	-20.1%	0.0%	-12.1%	-2.0%	?
CCCC1CC(c2csc(N)n2)CCO1 (configuration not stated)	8.1%	20.4%	-24.0%	-9.1%	3.1%	2.2%	-3.3%	7.8%	-2.1%
CN(CC(=O)Nc1ccccc1Br)C(=O)c1ccncc1	4.3%	11.7%	-13.2%	16.4%	-9.7%	7.5%	-12.2%	29.9%	?
Cn1c(/N=C/c2ccc3c(c2)OCO3)nc2ccccc21	-3.1%	19.0%	-23.3%	-3.7%	0.3%	-8.9%	-8.9%	-2.3%	-2.6%
CCOc1ccc(N=C2NC(=O)S/C2=C\c2ccc(OC)cc2)cc1	?	10µM*	28.2µM*	?	-12.0%	-7.6%	-9.9%	-0.2%	?
NS(=O)(=O)c1ccc(N2N=C(c3ccccc3)CC2c2cccc(Cl)c2)cc1 (configuration not stated)	19.1%	/	22.3%	/	/	9.7%	-18.1%	24.7%	/
O=C(Nc1c(C(=O)N2CCN(c3ccccc3)CC2)oc2ccccc12)c1ccccc1F	9.7%	0.0%	-21.2%	?	-3.5%	-11.9%[60.1 µM]	-22.6%	/	-18.1%
CN(C)C(=O)c1cn(-c2ccccc2)nc1-c1cccs1	1.1%	0.1%	-11.5%	25.8%[12.7 µM]	-3.3%	-4.9%	-5.2%	1.2%	-4.0%

This is a subset; the hit share may differ from the screen's.
